# Assay outcomes: PubChem BioAssay, Broad Institute
# FN deposition inh = fibronectin deposition inhibition; AH1F fibroblasts, Alexa488-fibronectin deposition fluorescence, overnight; inhibition, % at 12.6 µM; hit rate 0.086% among 350,000; AID 743247;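 active means mean inhibition across replicates of 30% or more, regardless of how many single replicates reach that level; inconclusive means mean under 30% yet at least half of replicates reach 30%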;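 further: positive control wells lacked labelled fibronectin entirely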
#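 Assay system: AH1F fibroblast monolayer, labelled fibronectin deposition. Amount: 10000 cells per well. Also added: labelled fibronectin 24 nM. Compound: single-point pinned compound. Incubation: cell attachment 1 h, compound and FN exposure overnight. Detection: fluorescence after three HBSS washes, excitation 485 nm, emission 525 nm. Read-out: inhibition of fibronectin deposition signal.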
# esBAF inh = blocks esBAF chromatin remodeling in mouse ES cells; Bmi1-luciferase knock-in reporter, 24 h; 100% = twice the neutral-well signal; reporter increase, % at 12.5 µM; hit rate 2% among 350,000; AID 602393; in the data active means activation above about 40%; inconclusive means no clear call, values can overlap the other calls;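 further: 0% = median of the plate's neutral control wells and 100% = double that signal; a rise in the Bmi1 reporter signal indicates esBAF inhibition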
# S100A4 MyoIIA = blocks human S100A4 binding to myosin IIA peptide; S100A4/TAMRA-MyoIIA peptide fluorescence polarization; inhibition, % at 10.7 µM; hit rate 0.14% among 360,000;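 active means mean inhibition of at least 70% across replicates, with every replicate also reaching that level; inconclusive means mean inhibition reaches 70% but some replicates fall short; inactive means mean inhibition below 70%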
# Target sequence (P26447 whole entry, looked up): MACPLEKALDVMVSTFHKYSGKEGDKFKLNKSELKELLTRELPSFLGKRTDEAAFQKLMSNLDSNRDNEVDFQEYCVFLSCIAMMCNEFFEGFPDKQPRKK
#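 System – human S100A4 monomer protein, biochemical binding assay · Buffer or medium – Calcium-containing HEPES buffer, pH 7.2 · Timing – 5 min between mix addition and reading · Also added – TAMRA-labelled myosin IIA heavy-chain peptide probe, 5 nM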
# E-sel inducer = induces E-selectin expression in human endothelial cells; P16581; HUVEC E-selectin immunofluorescence imaging; normalized: neutral wells 0, TNF-alpha wells 100; activation, % at 7.58 µM; hit rate 0.37% among 260,000; AID 686992;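 active means mean E-selectin-positive cell signal at least 10% of the positive control, reached in at least 60% of replicates, without over 20% cell loss; inconclusive means no rule given, readout overlaps actives, possibly toxicity-flagged; inactive means the rest, including those meeting only one limit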;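 further: in these data hits start at about 27%; measured in HUVEC primary endothelial cells; signal is the percent of cells scored E-selectin positive by PE staining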
#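 Read-out basis: % PE-positive cells; Test system: HUVEC primary endothelial cells; Technique: immunofluorescence imaging; Dosing: single-point compound dose.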
# RAD54 inh = RAD54 (human) branch migration inhibition. RAD54 Holliday junction branch migration, FAM/BHQ fluorescence. inhibition, % at 10.4 µM. hit rate 0.14% among 360,000;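 active means mean normalized replicate activity at least 40 and at least half of replicates scoring 40 or more; inconclusive means only one of the two criteria met; inactive means mean below 40 and under half of replicates reaching 40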;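 further: 0% = median of neutral control wells and 100% = median of positive control wells; inhibitors cause a drop in the FAM fluorescence signal; in these data hits start at about 50%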
# RAD52 anneal inh = inhibitors of human RAD52 DNA annealing. P43351. recombinant RAD52 DNA annealing, FRET fluorescence. inhibition, % at 18.7 µM. hit rate 0.46% among 360,000. AID 651710;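 active means every replicate showing at least 50% inhibition; inconclusive means mean inhibition at least 50% but not in every replicate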
# Target sequence (P43351 whole entry, looked up): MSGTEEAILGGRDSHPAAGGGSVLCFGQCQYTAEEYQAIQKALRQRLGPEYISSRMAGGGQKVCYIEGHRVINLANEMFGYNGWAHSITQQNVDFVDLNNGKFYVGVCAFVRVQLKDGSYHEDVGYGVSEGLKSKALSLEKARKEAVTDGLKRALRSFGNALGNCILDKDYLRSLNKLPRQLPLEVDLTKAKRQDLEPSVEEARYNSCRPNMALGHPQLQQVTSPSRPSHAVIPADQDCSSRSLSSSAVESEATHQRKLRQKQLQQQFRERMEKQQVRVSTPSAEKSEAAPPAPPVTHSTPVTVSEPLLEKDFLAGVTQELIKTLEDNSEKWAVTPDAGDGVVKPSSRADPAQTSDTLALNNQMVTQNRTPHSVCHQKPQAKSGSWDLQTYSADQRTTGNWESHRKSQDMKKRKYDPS
# Xi reactivation = reactivates the inactive X chromosome in mouse fibroblasts; XiGFP mouse fibroblasts, % GFP-positive cells imaging, 3 d; cells co-treated with 5-aza-dC sensitizer; scaled so ellipticine positive control = 100%; activation, % at 7.58 µM; hit rate 0.055% among 360,000;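 active means mean normalized replicate activation at least 10% and every replicate at or above 10%; inconclusive means only one of the two criteria met; inactive means mean below 10% and not all replicates reach 10%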;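 further: 0% = median of on-plate neutral control wells and 100% = ellipticine 6 µM median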
#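 Assay system: SV40-immortalized XiGFP fibroblast cells, line 68-5-11; buffer or medium: DMEM plus 5-aza-dC sensitizer; compound: one concentration, pinned; timing: compounds 3 days, fix/stain 15 min at room temperature; benchmarks: positive control ellipticine, 6 µM final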
# EWS-Fli block = blocks EWS/Fli oncoprotein-driven transcription. hit rate 0.67% among 350,000. AID 651661. A673 NR0B1-luciferase reporter, viability-normalised. inhibition, % at 12.6 µM;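 active means mean inhibition of at least 50% after viability correction, with every replicate also passing that limit; inconclusive means mean reaches 50% but only one of two replicates passes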;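 further: firefly luciferase signal divided by Alamar Blue viability fluorescence both relative to DMSO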
# Starred values were filed as active, the others as inactive; ? = inconclusive; · = no result given; & = joins results of further samples.
# Sample of the layout (4 entries):
SMILES,FN deposition inh,esBAF inh,S100A4 MyoIIA,E-sel inducer,RAD54 inh,RAD52 anneal inh,Xi reactivation,EWS-Fli block
CN1CCN(C(=O)C[C@H]2CC[C@@H]3[C@H](COC[C@@H](O)CN3C(=O)C3CCOCC3)O2)CC1,-3,-3,-9,-0.1,-3,-28,0.1,-6
CC(=O)NC(C)(c1ccccc1)c1nc(-c2cccc(C(F)(F)F)c2)cs1 (stereo not given),-14,-10,-2,0.2,-6,-11,0.0,-8
CCc1noc(C)c1C(=O)N(CCC(C)C)c1c(N)n(Cc2ccccc2)c(=O)[nH]c1=O,-5,6,-10,·,9,-13,0.0,-7
COC(=O)c1cccc(NC(=O)COc2cccc([N+](=O)[O-])c2)c1,7,·,4,·,·,-9,0.0,3

# The listing, from the start:
SMILES,FN deposition inh,esBAF inh,S100A4 MyoIIA,E-sel inducer,RAD54 inh,RAD52 anneal inh,Xi reactivation,EWS-Fli block
CN1CCN(C(=O)C[C@H]2CC[C@@H]3[C@H](COC[C@@H](O)CN3C(=O)C3CCOCC3)O2)CC1,-3,-3,-9,-0.1,-3,-28,0.1,-6
CC(=O)NC(C)(c1ccccc1)c1nc(-c2cccc(C(F)(F)F)c2)cs1 (stereo not given),-14,-10,-2,0.2,-6,-11,0.0,-8
CCc1noc(C)c1C(=O)N(CCC(C)C)c1c(N)n(Cc2ccccc2)c(=O)[nH]c1=O,-5,6,-10,·,9,-13,0.0,-7
COC(=O)c1cccc(NC(=O)COc2cccc([N+](=O)[O-])c2)c1,7,·,4,·,·,-9,0.0,3
C[C@@H]1CCCCO[C@H](CN(C)C(=O)Nc2ccc3c(c2)OCO3)[C@H](C)CN([C@@H](C)CO)C(=O)c2cc(NC(=O)CCC(F)(F)F)ccc2O1,·,3,-2,-0.3,3,-17,0.2,-3
CCCCc1cc(=O)oc2cc(OC(C)C(=O)NCCN3CCOCC3)ccc12 (stereo not given),8,-4,-2,0.0,4,1,0.4,-1
CCSc1nnc(NC(=O)CCn2c(=O)oc3ccccc32)s1,-5,6,2,0.0,1,6,-0.3,13
O=C(C1COc2ccccc2O1)N1CCN(c2ccccc2Cl)CC1 (stereo not given),-3,7,-14,·,·,-11,0.0,31
Cc1noc(C)c1NC(=O)N(C)C[C@@H]1Oc2ccc(NC(=O)C3CC3)cc2C(=O)N([C@H](C)CO)C[C@@H]1C,-2,-7,19,-0.1,2,-7,-1.2,3
CO[C@H]1CC[C@H]2CCN(C)C(=O)[C@H](C)N(C)C(=O)c3cc(C#N)ccc3OC[C@H]1O2,-22,4,-23,0.0,-2,1,0.1,1
CC(C)(C)NC(=O)NC(=O)CN1CCN(c2ccc(O)cc2)CC1,-28,-27,4,0.5,-5,-4,0.3,4
C[C@H]1CN([C@@H](C)CO)C(=O)c2cccc(NC(=O)NC3CCCCC3)c2O[C@@H]1CN(C)Cc1ccc(Cl)c(Cl)c1,·,-5,-8,-1.9,2,7,0.0,-5
COc1ccc(C2=Nn3c(nnc3-c3ccccc3F)SC2)cc1OCC1CC1,12,2,0,0.2,12,-12,-0.1,56*
Cc1ccccc1NC(=O)CSc1nc2ncc(Cl)cc2[nH]1,4,0,1,·,13,-15,0.0,-2
COc1ccccc1NC(=O)c1cc2cc(Br)ccc2cc1O,-2,·,8,·,·,-18,0.0,-6
C[C@H](CO)N1C[C@H](C)[C@H](CN(C)C(=O)C2CCC2)Oc2cc(C3=CCCCC3)ccc2S1(=O)=O,·,-2,-4,6.1,2,20,-1.0,6
C[C@@H]1CN([C@H](C)CO)C(=O)c2cccc(NC(=O)C3CCCCC3)c2O[C@H]1CN(C)S(=O)(=O)c1cccs1,·,5,3,0.4,-8,-2,0.0,-1
Cc1noc(C)c1S(=O)(=O)N(C)C[C@@H]1OCc2cn(nn2)CCCC(=O)N([C@H](C)CO)C[C@H]1C,-7&7,2,-2&-9,0.1&-0.3,3,0&-11,-0.2&-0.1,3&2
CS(=O)(=O)c1ccc(C(=O)OCC(=O)NC(=O)Cc2ccccc2)cc1,2,-3,7,·,3,-6,0.2,-2
CC[C@]12c3[nH]c4cc(CCC(=O)N(C)C)ccc4c3CCN1C(=O)[C@@H](CC(=O)NC(C)(C)C)C[C@@H]2C(=O)N1CCN(C(=O)C2CC2)CC1,·,-4,-6,0.0,-5,-10,0.0,-9
O=C(CSc1nnnn1C1CC1)Nc1cccc(S(=O)(=O)N2CCCC2)c1,5,-5,-13,2.5,-3,-12,0.3,2
CC(=O)Nc1ccc(CCCCc2ccccc2)cc1,6,21,-12,-0.1,-3,-10,0.0,-16
CCC(C)Sc1nc2c(cnn2-c2ccc(C)cc2)c(=O)[nH]1 (stereo not given),3,1,-2,-0.3,9,-2,0.3,4
CNC(=O)N(O)C1N(/N=C/c2ccccc2F)C(=S)SC1(C)C (stereo not given),0,6,-4,0.6,-2,-9,0.1,10
COC(=O)[C@]12C[C@H](CC(=O)N3CCC(c4ccccc4)CC3)C(=O)N(CCc3ccc(OC)c(OC)c3)C1=C[C@H](C(C)(C)C)O[C@@H]2C,5,·,3,-0.2,·,-6,0.0,14
C#CCOCCOCCOCCNc1nc(N2CCN(C(=O)Cn3cc(CC(C)O)nn3)CC2)nc(N2CCN(C(=O)[C@H]([C@@H](C)CC)n3cc(CCCN=C(N)N)nn3)CC2)n1 (stereo not given in full),5,4,-2,1.3,-10,5,0.0,-11
CC(C)CC#Cc1ccc2c(c1)O[C@@H](CN(C)S(C)(=O)=O)[C@@H](C)CN([C@H](C)CO)S2(=O)=O,-12,2,-3,0.5,-10,3,-0.5,14
C[C@@H](NC(=O)C[C@@H]1CC[C@H](NC(=O)C2CCC2)[C@@H](CO)O1)c1ccccc1,·,-1,0,-0.4,6,-4,-0.3,-1
O=C(NCc1ccccc1)C(c1ccncc1)n1c(=O)c(-c2cc3ccccc3[nH]2)nc2ccccc21 (stereo not given),4,·,-6,0.0,·,-10,-0.1,-34
C/C=C/c1ccc2c(c1)O[C@H](CN(C)S(=O)(=O)c1ccc(C)cc1)[C@H](C)CN([C@H](C)CO)S2(=O)=O,·,0,-6,-0.1,9,1,-0.7,2
COc1ccccc1-n1cnnc1SCC(=O)NC1CCS(=O)(=O)C1 (stereo not given),·,·,-5,·,·,-12,-0.1,-5
COCc1cc(=O)[nH]c(-c2ccccc2)n1,0,10,-5,0.1,-4,-11,0.2,4
CCCN(C)C[C@H]1OCCCC[C@H](C)Oc2ccc(NC(=O)CCC(F)(F)F)cc2C(=O)N([C@@H](C)CO)C[C@H]1C,·,4,·,-0.1,·,·,0.0,-3
COc1ccccc1CN1CCNC(=O)C1CC(=O)NCCOc1cccnc1 (stereo not given),-18,·,8,·,·,-15,0.0,-6
CCCCNC(=O)C(C)N(CCN(C)C)C(=O)CCCCCN1C(=O)NC(c2ccc(Cl)cc2)C(C(=O)OCc2ccccc2)=C1C (stereo not given),6,-16,-3,-0.1,6,43,5.5,25
C#Cc1ccc(NC(=O)C2(C)CCN2C(=O)c2ccccc2CCc2ccccc2)cc1 (stereo not given),-12,-8,6,0.1,13,-11,0.2,4
COc1ccccc1CN(C)C[C@@H]1OCc2ccccc2-c2c(n(C)c3ccccc23)C(=O)N([C@@H](C)CO)C[C@H]1C,3,·,-4,5.2,·,23,0.3,28
COCCn1c(SCC(=O)Nc2cc(C)cc(C)c2)nc2ccccc2c1=O,3,3,-1,·,5,-9,0.1,13
COc1ccc(Oc2cc(C(F)(F)F)nc(N(C)C)n2)cc1,0,·,-12,-0.3,·,-19,0.0,-4
COc1ccc(NC(=O)N(C)C[C@@H]2Oc3ccc(NC(=O)C4CCCCC4)cc3C(=O)N([C@H](C)CO)C[C@@H]2C)cc1,·,0,-2,-6.1,1,8,0.2,-15
O=C(Nc1cccc(Cl)c1N1CCOCC1)c1ccco1,0,-1,4,·,-2,-2,0.0,8
CCc1cccc(CC)c1NC(=S)NCc1ccc2c(c1)OCO2,-1,-5,·,0.2,-1,·,0.4,·
C[C@H](CO)N1C[C@H](C)[C@H](CN(C)Cc2ccc(C(F)(F)F)cc2)Oc2c(NC(=O)C3CC3)cccc2C1=O,·,7,-11,-0.6,-2,-11,0.3,1
Cc1ccc(CC(CC(=O)O)C(=O)NCC23CC4CC(CC(C4)C2)C3)cc1 (stereo not given),0,·,5,·,·,-22,0.2,-8
CCN(CC)c1ccc(NC(=O)c2ccc3c(c2)OCO3)cc1,8,?,-1,0.2,-11,10,0.0,-93
C[C@H]1CN([C@@H](C)CO)C(=O)Cc2cc(NC(=O)c3ccncc3)ccc2O[C@@H]1CN(C)C(=O)Nc1ccc2c(c1)OCO2,·,2,-9,·,-2,20,0.1,-13
CCc1nc2c(OCC(=O)c3ccc(F)cc3)cccn2c1N(C)C(=O)c1ccc(OC)cc1,·,12,4,-0.8,0,-149,0.0,-11
COc1cc(CC(=O)Nc2ccc(S(=O)(=O)NC3=NCCCCC3)cc2)cc(OC)c1OC,5,7,5,5.6,·,-14,0.0,7
N#C[C@@H]1[C@H](c2ccccc2-c2ccccc2)[C@@H](CO)N1c1ncc(-c2ccccc2)s1,4,·,3,0.2,·,-4,0.2,-7
COc1ccccc1/C=C1\SC(=S)N(CCC(=O)NC2=NCCS2)C1=O,4,·,8,·,·,-300,0.2,15

# (further entries)
SMILES,FN deposition inh,esBAF inh,S100A4 MyoIIA,E-sel inducer,RAD54 inh,RAD52 anneal inh,Xi reactivation,EWS-Fli block
O=[N+]([O-])c1cccc(/C=N/NC2=NS(=O)(=O)c3ccccc32)c1,-17,-1,-2,·,·,-45,0.0,-1
CCCC(=O)N=C1SC2CS(=O)(=O)CC2N1c1ccc(-c2nc3ccc(C)cc3s2)cc1 (stereo not given),-6,·,-9,8.0,-12,-44,0.3,-67
COc1ccc(C2(C)NC(=O)N(CC(=O)NCc3ccccc3F)C2=O)cc1 (stereo not given),-12,0,2,·,1,-18,0.0,-6
CC(=O)N1c2ccccc2[C@@H](C)[C@@H]1C,0,-3,-2,1.1,6,-4,0.3,-15
Cc1c(C(=O)NCC2CCCO2)oc2ccccc12 (stereo not given),1,-8,0,8.4,-9,-7,0.0,-70
O=C1c2oc3ccccc3c(=O)c2C(c2cccc(O)c2)N1c1ccccn1 (stereo not given),7,-2,10,-0.1,1,4,0.3,-1
O=S(=O)(Cc1ccccc1)N1CCN(Cc2ccc(Br)cc2)CC1,0,-2,1,-0.1,4,-5,-0.1,·
Cc1ccc(C(=O)N/C(=C\c2cn(S(=O)(=O)N(C)C)c3ccccc23)C(=O)N2CCCC2)cc1,11,8,3,0.3,18,-145,1.4,4
COc1ccc(S(=O)(=O)N2CCCCCC2)cc1C(=O)N(C)CCOc1ccccc1,11,2,4,·,-20,15,-0.1,2
Cn1c(=O)c2c(nc(N3CCOCC3)n2CCSc2ncccn2)n(C)c1=O,-2,-3,1,0.8,7,-6,0.1,5
